Compound activity as filed in PubChem.
BAZ2B block – inhibitors of human BAZ2B bromodomain | 360,000 tested, 4.4% active | Potency, µM (top dose mostly 114 µM), inactives show top-dose activity change, negative = inhibition, most hits filed as inhibitors | AlphaScreen BAZ2B-H3K14Ac peptide displacement; further: on the % scale 0 is the no-effect control and ±100 the full control effect; nearly all actives have a fitted effect of over 60% in size
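Protein-peptide AlphaScreen: BAZ2B 50 nM, b-H3K14Ac 50 nM, 1x PBS pH 7.4 + 0.01% Tween-20. Preincubation 30 min RT; cpd 30 min RT (top 110 uM); beads 20 min RT, light-protected.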
POLB inh – DNA polymerase beta (human) inhibition; Pol beta primer extension/strand displacement, fluorescence kinetic; Potency, µM (doses to about 114 µM), inactives show at the highest dose activity change, negative = inhibition, hits mostly inhibitors; 340,000 tested, 1.3% active; further: on the % scale 0 is the no-effect control and ±100 the full control effect
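Pol beta (10 nM) was preincubated with compound for 15 min at room temperature. The reaction was then started with 50 nM substrate and read immediately and after a further 10 min at room temperature.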
APE1 inh – APE1 (human) endonuclease inhibition; recombinant APE1, TAMRA/BHQ-2 abasic DNA cleavage fluorescence; Potency, µM (highest dose often 65.8 µM), for inactives: at the highest dose activity change, negative = inhibition, hits mostly inhibitors; 350,000 tested, 0.35% active; AID 2517;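 further: plate controls were vehicle for no effect and reference inhibitor for full effect; nearly all actives have a fitted effect of over 55% in size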
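Measures dequenching upon AP-site incision of a 5'-TAMRA/3'-BHQ-2 THF-containing duplex, 50 nM; human APE1 0.75 nM after 15 min room-temperature exposure to compound; kinetic three-point read at one-minute spacing.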
Pol kappa inh – inhibitors of human DNA polymerase kappa | purified Pol kappa, fluorescent DNA synthesis assay, 10 min | Potency, µM (titrated, usually from 107 µM), inactives show top-dose activity, negative = inhibition, most hits filed as inhibitors | 400,000 tested, 0.53% active; further: on the % scale 0 is the no-effect control and ±100 the full control effect
Target sequence (Q9UBT6 whole entry, looked up): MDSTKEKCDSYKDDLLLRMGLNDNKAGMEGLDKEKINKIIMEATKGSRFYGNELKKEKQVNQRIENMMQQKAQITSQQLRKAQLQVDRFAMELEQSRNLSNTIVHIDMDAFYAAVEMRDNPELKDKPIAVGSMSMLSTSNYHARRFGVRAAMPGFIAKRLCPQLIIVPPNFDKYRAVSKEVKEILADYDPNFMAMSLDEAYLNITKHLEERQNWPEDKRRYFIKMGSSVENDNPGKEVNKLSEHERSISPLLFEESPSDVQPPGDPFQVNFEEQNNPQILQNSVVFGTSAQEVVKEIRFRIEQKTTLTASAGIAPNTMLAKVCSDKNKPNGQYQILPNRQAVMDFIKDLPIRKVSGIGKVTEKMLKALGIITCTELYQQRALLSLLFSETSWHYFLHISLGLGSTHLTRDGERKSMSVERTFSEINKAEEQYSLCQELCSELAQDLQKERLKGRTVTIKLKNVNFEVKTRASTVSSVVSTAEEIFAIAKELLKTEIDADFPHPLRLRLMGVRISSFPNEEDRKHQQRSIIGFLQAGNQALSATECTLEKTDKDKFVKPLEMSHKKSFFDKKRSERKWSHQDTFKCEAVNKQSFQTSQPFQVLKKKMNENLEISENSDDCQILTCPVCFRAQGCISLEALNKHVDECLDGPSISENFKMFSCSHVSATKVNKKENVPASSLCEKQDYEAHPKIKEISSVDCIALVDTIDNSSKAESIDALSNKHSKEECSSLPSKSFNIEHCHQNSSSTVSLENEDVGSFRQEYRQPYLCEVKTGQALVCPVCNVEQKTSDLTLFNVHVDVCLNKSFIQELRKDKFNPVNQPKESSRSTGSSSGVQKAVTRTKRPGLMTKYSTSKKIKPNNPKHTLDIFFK
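Activity was followed as the change in fluorescence between reads at 0 and 10 min after starting the reaction with 50 nM substrate. Beforehand, 10 nM polymerase had been preincubated with compound for 15 min at room temperature.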
Apoferritin bind – candidate novel general anesthetic via apoferritin binding; P02791; apoferritin/1-aminoanthracene competitive binding, fluorescence; Potency, µM (highest dose often 77.5 µM), for inactives: top-dose activity change, negative = displacement, usual class: inhibitors; 350,000 tested, 0.074% active; further: on the % scale 0 is the no-effect control and ±100 the full control effect; nearly all actives have a fitted effect of over 20% in size
Target sequence (P02791 2-175 limits assumed): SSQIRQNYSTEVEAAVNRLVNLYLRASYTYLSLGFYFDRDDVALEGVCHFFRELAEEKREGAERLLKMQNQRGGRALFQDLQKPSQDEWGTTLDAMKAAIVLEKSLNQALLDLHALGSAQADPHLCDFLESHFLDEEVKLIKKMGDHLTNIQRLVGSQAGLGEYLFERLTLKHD
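Probe: 1-aminoanthracene (50% saturated, PBS). Protein: horse-spleen apoferritin, 10 uM. Incubation: 10 min, room temperature. Detection: 380 nm excitation, 535 nm emission. Analysis: normalized response, four-parameter Hill.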
POLH inh – inhibitors of human DNA polymerase eta. recombinant Pol eta, fluorescent DNA replication assay. Potency, µM (titrated, usually from 114 µM), for inactives: at the highest dose activity change, negative = inhibition, actives largely listed as inhibitors. 390,000 tested, 1.2% active; further: on the % scale 0 is the no-effect control and ±100 the full control effect
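Pol eta (10 nM) was preincubated with compounds for 15 min at room temperature, after which fluorescent replication substrate (50 nM final) was added to start the reaction. Fluorescence was read kinetically at 0 and 10 min.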
G9a block – inhibitors of human histone lysine methyltransferase G9a; Q96KQ7; AID 504332; G9a H3K9 monomethylation, AlphaScreen, 2 h; Potency, µM (series often up to 102 µM), inactives show at the top dose activity, negative = inhibition, usual class: inhibitors; 350,000 tested, 8.8% active; further: on the % scale 0 is the no-effect control and ±100 the full control effect; nearly all actives have a fitted effect of over 75% in size
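AlphaScreen read-out: biotin-H3K9 peptide (500 nM) methylation by 20 nM enzyme with 20 uM SAM, 2 h at room temperature after 15 min compound preincubation; anti-monomethyl H3K9 antibody plus donor/acceptor beads, 10 min dark.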
BLM helicase inh – inhibitors of human Bloom syndrome helicase BLM; recombinant BLM DNA unwinding, fluorescence dequenching; Potency, µM (doses to about 56.1 µM), inactives show top-dose activity change, negative = inhibition, usual class: inhibitors; 350,000 tested, 0.2% active; AID 2528;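 further: plate controls were vehicle for no effect and no enzyme for full effect; nearly all actives have a fitted effect of over 35% in size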
Pol iota inh – blocks human DNA polymerase iota activity. Potency, µM (top dose mostly 115 µM), for the others: top-dose activity, negative = inhibition, usual class: inhibitors. AID 588590. Pol iota fluorescent replication assay, 10 min. Q9UNA4. 390,000 tested, 1% active
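Pol iota at 10 nM preincubated 15 min with compounds at room temperature; reaction started with fluorescent substrate, 50 nM final. Fluorescence read kinetically at 0 and 10 min; buffer-only wells as negative control.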
The depositor's hits bear a star; [ ] = another dose, or the depositor's remark. The call rests on the fitted dose curve; in most records, active means well fitted curve in the direction sought with a large enough effect; inconclusive means small, poorly fitted or top-dose-only effect, or another doubt; inactive means no such curve, though single readings can be large; an effect the other way counts as inactive or inconclusive. Potency means the concentration at half of the fitted maximal effect. Some of the compounds tested; count on the stated rates, not on these rows.

`CC(C1CC1)N(Cc1ccccc1)C(=O)NC(=O)c1ccc(F)cc1` (centres undefined) gave BAZ2B block -3%, POLB inh -18%, APE1 inh -2%, Pol kappa inh -11%, Apoferritin bind -4%, POLH inh 6%, G9a block -4%, BLM helicase inh -2% and Pol iota inh 132%[activator].
`COC(=O)c1sc(NC(=O)CSc2nnnn2-c2ccc(C)cc2C)nc1C` gave BAZ2B block 5%, POLB inh -3%, APE1 inh 8%, Pol kappa inh -11%, Apoferritin bind -9%, POLH inh 2%, G9a block inconclusive, BLM helicase inh -2% and Pol iota inh 0%.
O=C(Cc1nn[nH]n1)Nc1ccc(F)cc1F was read as BAZ2B block -10%, POLB inh 2%, APE1 inh -3%, Pol kappa inh -4%, Apoferritin bind -4%, POLH inh -6%, G9a block 2%, BLM helicase inh -2% and Pol iota inh -4%.
CCSC1(SCC)N=C(N)C2(C#N)C(c3ccccc3)NC(C)=C(C)C12C#N (centres undefined) was read as BAZ2B block -7%, POLB inh -18%, APE1 inh -4%, Pol kappa inh -5%, Apoferritin bind -4%, POLH inh -4%, G9a block -24%[12.7 µM], BLM helicase inh -6% and Pol iota inh 16%.
`CCOc1cc(N2CCOCC2)c(OCC)cc1NC(=O)COC(=O)COc1cc(C)cc(C)c1` gave BAZ2B block 8%, APE1 inh -10%, Pol kappa inh -7%, POLH inh -9%, G9a block 11%[0.501 µM] and Pol iota inh 66%[activator].
`CCCn1c(NCCO)nc2ccccc21` gave BAZ2B block 2%, POLB inh 6%, APE1 inh -1%, Pol kappa inh -5%, Apoferritin bind -4%, POLH inh 4%, G9a block -5%, BLM helicase inh 2% and Pol iota inh -2%.
O=C(Nc1ccccc1Cl)C1C2CCC3C(CCC21)C3(Cl)Cl (centres undefined) was read as BAZ2B block -4%, POLB inh 26%, APE1 inh -10%, Pol kappa inh -6%, Apoferritin bind -2%, POLH inh -5%, G9a block 6%[59 µM], BLM helicase inh 2% and Pol iota inh -13%.
Screening Cn1c(/C(C#N)=C(\O)c2ccc(S(=O)(=O)N3CCCCC3)cc2)nc2ccccc21 returned BAZ2B block 10%, POLB inh -13%, APE1 inh -1%, Pol kappa inh 7%, Apoferritin bind -6%, POLH inh -1%, G9a block 11%[12.7 µM], BLM helicase inh -1% and Pol iota inh 15%.
Screening Cc1ccc(NC(=O)C2CCC(CNS(=O)(=O)c3cccs3)CC2)cc1C (centres undefined) returned BAZ2B block 3%, POLB inh -1%, Pol kappa inh -10%[60.1 µM], Apoferritin bind -11%, POLH inh -15%, G9a block 7%[59 µM], BLM helicase inh 2% and Pol iota inh 18%.
Cc1ccc(S(=O)(=O)c2nc(Nc3ccccc3C#N)sc2Cl)cc1 was read as BAZ2B block -5%, POLB inh -1%, APE1 inh inconclusive, Pol kappa inh -11%, Apoferritin bind -5%, POLH inh -21%, G9a block 7.9µM*, BLM helicase inh 6% and Pol iota inh -1%.
For Cc1onc(-c2ccccc2)c1C(=O)Nc1nc2c(s1)C(=O)CC(C)(C)C2 the results were BAZ2B block 6%, POLB inh -1%, APE1 inh -3%, Pol kappa inh -6%, Apoferritin bind -1%, POLH inh -8%, G9a block -48%, BLM helicase inh -2% and Pol iota inh -1%.
Screening COc1ccc(CN2C(=O)CCC2(C)C(=O)NC2CCCC2)c(OC)c1 (centres undefined) returned BAZ2B block 1%, POLB inh 12%, APE1 inh 12%, Pol kappa inh -5%, Apoferritin bind -3%, POLH inh -5%, G9a block 8%, BLM helicase inh 3% and Pol iota inh -17%.
Screening Cc1nn(-c2ccccc2)c(Cl)c1C(=O)Nc1ccccc1 returned BAZ2B block -20%, POLB inh -10%, APE1 inh -7%, Pol kappa inh -5%, Apoferritin bind -20%, POLH inh 0%, G9a block 50%[12.7 µM], BLM helicase inh -6% and Pol iota inh 17%.
Cc1ccc(-c2nnn(CC(=O)N(c3ccccc3)C(C(=O)NCC3CCCO3)c3ccc(Cl)cc3)n2)cc1 (centres undefined) was read as BAZ2B block 0%, POLB inh 12%, APE1 inh -3%, Pol kappa inh -9%, Apoferritin bind -11%, POLH inh -5%, G9a block 24%, BLM helicase inh -1% and Pol iota inh 7%.
`NC(=O)c1ccc(NC(=O)COC(=O)CCCN2C(=O)c3cccc4cccc(c34)C2=O)cc1` gave BAZ2B block 3%, POLB inh inconclusive, APE1 inh -3%, Pol kappa inh -10%, Apoferritin bind -10%, POLH inh 8%, G9a block -7%[59 µM], BLM helicase inh -8% and Pol iota inh -6%.
Screening O=C(NCN1CCN(c2ccccc2)CC1)c1cnccn1 returned BAZ2B block 5%, POLB inh 28%, APE1 inh -1%, Pol kappa inh 4%, Apoferritin bind 6%, POLH inh -15%, G9a block -9%, BLM helicase inh -2% and Pol iota inh 25%.
For O=C(Nc1ccccc1)c1ccccc1CC[N+](=O)[O-] the results were BAZ2B block -2%, POLB inh 46%, APE1 inh -10%, Pol kappa inh -5%, Apoferritin bind -12%, POLH inh -13%, G9a block 40%[59 µM], BLM helicase inh 2% and Pol iota inh -1%.
`CC(=O)c1ccc(OCC(O)CN2CCN(CC(O)COc3ccc(C(C)=O)cc3)CC2)cc1` (centres undefined) gave BAZ2B block 3%, POLB inh -19%, APE1 inh 9%, Pol kappa inh 2%, Apoferritin bind 12%, POLH inh -17%, G9a block -1%[59 µM], BLM helicase inh -5% and Pol iota inh -12%.
Screening CN(CC(=O)NC(=O)Nc1ccccc1F)Cc1ccccc1 returned BAZ2B block -2%, APE1 inh 13%, Pol kappa inh -6%, POLH inh -1%, G9a block 2%[0.501 µM] and Pol iota inh 43%[activator].
For O=C(CC1SC(N2CCOCC2)=NC1=O)Nc1ccc(F)cc1 (centres undefined) the results were APE1 inh 0%, Pol kappa inh -8%, POLH inh -9% and Pol iota inh -8%.
`COCCNC(=O)c1ccc(-c2nc(CN3CCc4ccccc43)c(C)o2)cc1` gave BAZ2B block -22%, POLB inh -19%, Pol kappa inh 0%[60.1 µM], Apoferritin bind -2%, POLH inh -16%, G9a block -24%[59 µM], BLM helicase inh 0% and Pol iota inh 11%.
For Cc1ccccc1-c1cc(C(=O)NCC2CC2)nn1CC1CC(c2cccc([N+](=O)[O-])c2)=NO1 (centres undefined) the results were BAZ2B block -9%, APE1 inh -15%, Pol kappa inh -8%, POLH inh -17%, G9a block 2%[0.501 µM] and Pol iota inh 7%.
For CCSc1nc2ccccc2n1CC(=O)N1CCOCC1 the results were BAZ2B block -5%, POLB inh -1%, APE1 inh 14%, Pol kappa inh 6%, Apoferritin bind 4%, POLH inh 15%, G9a block inconclusive, BLM helicase inh 3% and Pol iota inh 8%.
CCOc1ccc(CNc2ccc3c(c2)nc(C)n3C)cc1 was read as BAZ2B block -9%, POLB inh -12%, APE1 inh 3%, Pol kappa inh 1%, Apoferritin bind -8%, POLH inh -19%, G9a block 1.6µM*, BLM helicase inh -2% and Pol iota inh 1%.

Continued (2 carried over from the part before).
For CCSc1nc2ccccc2n1CC(=O)N1CCOCC1 the results were BAZ2B block -5%, POLB inh -1%, APE1 inh 14%, Pol kappa inh 6%, Apoferritin bind 4%, POLH inh 15%, G9a block inconclusive, BLM helicase inh 3% and Pol iota inh 8%.
CCOc1ccc(CNc2ccc3c(c2)nc(C)n3C)cc1 was read as BAZ2B block -9%, POLB inh -12%, APE1 inh 3%, Pol kappa inh 1%, Apoferritin bind -8%, POLH inh -19%, G9a block 1.6µM*, BLM helicase inh -2% and Pol iota inh 1%.
For COc1ccc(C(=O)NCc2c(C)nn(Cc3ccccc3)c2C)cc1S(=O)(=O)N1CCOCC1 the results were BAZ2B block -2%, APE1 inh 36%, Pol kappa inh -13%, POLH inh 1%, G9a block 5%[12.7 µM] and Pol iota inh -8%.
O=C(O)CSCCOc1ccc(OCCSCC(=O)O)cc1 was read as BAZ2B block -30%, POLB inh 1%, APE1 inh 2%, Pol kappa inh -8%, Apoferritin bind -14%, POLH inh -19%, G9a block -40%, BLM helicase inh 16% and Pol iota inh 14%.
`O=C(NCc1ccc2c(c1)OCO2)c1ccc(CSCc2cccc(Cl)c2)o1` gave BAZ2B block -6%, POLB inh -1%, APE1 inh 0%, Pol kappa inh -5%, Apoferritin bind 4%, POLH inh -25%, G9a block 0%[59 µM], BLM helicase inh -3% and Pol iota inh 6%.
`Cc1ccc(N2CC(C(=O)OCC(=O)Nc3ccc(F)cc3F)CC2=O)cc1` (centres undefined) gave BAZ2B block 9%, APE1 inh 23%, Pol kappa inh -13%, POLH inh 0%, G9a block 19%[2.33 µM] and Pol iota inh 7%.
Cc1oc(-c2cccc(F)c2)nc1CN1CCCCC1CCn1cccn1 (centres undefined) was read as BAZ2B block -6%, POLB inh inconclusive, APE1 inh 0%, Pol kappa inh -16%, Apoferritin bind -13%, POLH inh -19%, G9a block -26%, BLM helicase inh 2% and Pol iota inh 10%.
`Cc1cc(C)c(S(=O)(=O)NCC(c2ccco2)N2CCOCC2)c(C)c1` (centres undefined) gave BAZ2B block -13%, POLB inh 3%, Pol kappa inh -14%[60.1 µM], Apoferritin bind -12%, POLH inh 2%, G9a block -20%[59 µM], BLM helicase inh 2% and Pol iota inh -11%.
COc1ccc(N2CC(NC(=O)c3ccc(S(=O)(=O)N4CCCC4)cc3)CC2=O)cc1 (centres undefined) was read as BAZ2B block -3%, POLB inh 22%, Pol kappa inh 0%[60.1 µM], Apoferritin bind -4%, POLH inh 6%, G9a block -10%[59 µM], BLM helicase inh 0% and Pol iota inh 3%.
Cc1cc(/C=C\c2nc(O)c([N+](=O)[O-])c(=O)[nH]2)c(C)n1-c1ccccc1 was read as BAZ2B block 45µM*, POLB inh 25µM*, APE1 inh inconclusive, Pol kappa inh 89µM*, Apoferritin bind -21%, POLH inh 22µM*, G9a block 50µM*, BLM helicase inh -16% and Pol iota inh 28µM*.
For CCOc1ccc2nc(NC(=O)C3=NN(c4ccccc4)C(=O)CC3)sc2c1 the results were BAZ2B block -24%, POLB inh -26%, APE1 inh -3%, Pol kappa inh -4%, Apoferritin bind inconclusive, POLH inh -8%, G9a block -31%, BLM helicase inh -3% and Pol iota inh -14%.
